Polio RdRp inh: poliovirus RNA polymerase inhibition; poliovirus polymerase elongation, fluorescence polarization; stronger effect = lower value; % elongation, % (compound at 16.7 µg/mL); actives 0.66% (n = 150,000); in the data active = % elongation below about 90%; also: some results filed as inactive read as strong as hits
Target sequence (P03300 1749-2209 limits assumed): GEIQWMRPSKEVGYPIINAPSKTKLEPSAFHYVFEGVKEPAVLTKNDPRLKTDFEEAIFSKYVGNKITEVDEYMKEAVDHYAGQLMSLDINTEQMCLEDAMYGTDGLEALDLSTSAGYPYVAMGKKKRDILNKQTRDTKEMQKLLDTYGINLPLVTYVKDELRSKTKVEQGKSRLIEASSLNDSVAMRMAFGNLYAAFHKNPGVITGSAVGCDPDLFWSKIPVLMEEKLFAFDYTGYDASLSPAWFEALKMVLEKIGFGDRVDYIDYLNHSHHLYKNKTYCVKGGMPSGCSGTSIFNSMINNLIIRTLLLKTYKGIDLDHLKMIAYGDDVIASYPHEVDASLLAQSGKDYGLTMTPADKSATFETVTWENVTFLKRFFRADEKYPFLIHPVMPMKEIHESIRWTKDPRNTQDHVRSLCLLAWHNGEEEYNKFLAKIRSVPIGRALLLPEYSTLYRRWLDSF
Polio RdRp inh FP z-score: further read-out of Polio RdRp inh, marked with its call; z-score; measured here: FP z-score; hits read low
Numbers without * were called inactive; & = joins results of further samples. A portion of the library, so the mix of outcomes need not match the whole.

Structure | Polio RdRp inh | Polio RdRp inh FP z-score
COc1cccc(-n2c(=O)c3c(C)c(C(=O)N(C)C)sc3n(CC(=O)NCCc3ccc(OC)c(OC)c3)c2=O)c1 | 106.0 | 0
CCOc1ccc(NC(=O)CSc2nc(=O)[nH]c3c2CCC3)cc1 | 101.0 | -1.5
Cc1[nH]c(=O)n(C(C)(C)C)c(=O)c1C | 101.0 | -0.2
Cc1ccccc1NC(=O)C(NC1CCCCC1)C(C)C (stereo not given) | 102.0 | 0.1
O=C(O)C1CSC(c2cccs2)N1 (stereo not given) | 100.0 | -0.2
Cc1ccc(N2C(=O)CSC23C(=O)N(CC(=O)NC2CCCCC2)c2ccccc23)cc1C (stereo not given) | 103.0 | -0.1
CCC(=O)Nc1ccc2c(c1)C(=O)OC2 | 100.0 | -0.2
COc1ccc2cc(-c3nc(-c4ccc(N(C)C)cc4)no3)c(=O)oc2c1 | 115.0 | 0
COc1ccc(-c2cc3ccc(O)c(CN4CCC(C)CC4)c3oc2=O)cc1 | 95.0 | -2.9
O=S1(=O)CC2SC(=S)N(c3cccc(Br)c3)C2C1 (stereo not given) | 99.0 | -0.3
Cn1nnnc1SCCNCc1ccccc1OCc1ccccc1F | 101.0 | -1
C1CCC(OCC2CCCN3CCCCC23)CC1 (stereo not given) | 101.0 | -0.3
CCc1ccc(C2C(C(=O)Nc3ccccc3)=C(C)Nc3nc(SCC(=O)c4ccc(C)cc4)nn32)cc1 (stereo not given) | 110.0 | 0.7
O=C(Nc1cccc(F)c1)c1ccc2snnc2c1 | 107.0 | 0.1
CCc1nc2ccc(C(=O)NCc3ccc(OC)c(OC)c3)cc2nc1CC | 111.0 | 0.9
CCOC(=O)c1sc(N)c(C#N)c1COC(=O)Cc1n[nH]c(=O)c2ccccc12 | 45.0 | -6.9
O=C(Nc1ccc(O)cc1)c1cccc(S(=O)(=O)N2CCOCC2)c1 | 104.0 | 0.1
CC(C)(C)N=Cc1nc(-c2ccccc2)oc1O | 100.0 | -0.9
C/C(=N\N1CCN(C2c3ccccc3-c3ccccc32)CC1)c1cccnc1 | 108.0 | 0.4
Cc1ccc(Nc2nc(N)nc(CN3CCN(C(=O)C4COc5ccccc5O4)CC3)n2)cc1 (stereo not given) | 106.0 | 0.4
CC1CCC(NC(=O)c2ccc3c(c2)N(Cc2cccc(Cl)c2)C(=O)c2ccccc2S3(=O)=O)CC1 (stereo not given) | 106.0 | 0.1
Cc1ccc(S(=O)(=O)N2N=C3CCCCC3C2(O)C(F)(F)F)cc1 (stereo not given) | 100.0 | -0.4
CCOc1cc(CNc2ccc(N3CCOCC3)cc2)ccc1OCc1ccccc1 | 103.0 | 0.5
COC(=O)c1cc(=O)n2c(nc3cc(C(F)(F)F)ccc32)s1 | 105.0 | 0.8
CCOc1ccc(CCNC(=O)Cn2ncc3c([nH]c4ccccc43)c2=O)cc1OCC | 111.0 | 1.1
CCNC(=O)N(c1ccccc1)c1ccccc1 | 103.0 | 0.4
CCN(CC(=O)Nc1ccc(NC(C)=O)cc1)C(=O)C1CCCC1 | 101.0 | -0.1
O=CNC(=O)c1ccccc1C(=O)O | 103.0 | 0.4
NC(=O)N/N=C1\CCc2ccccc21 | 106.0 | 1.1
Brc1ccc(-c2nnc3sc(CN4CCc5ccccc54)cn23)cc1 | 100.0 | -0.3
Cc1nnc(SC(C)C(=O)N(C)C2CCCCC2)n1N (stereo not given) | 101.0 | 0
CC1=C(C(=O)OC2CCCC2)C(c2coc3ccc(C)cc3c2=O)C2=C(CC(c3ccco3)CC2=O)N1 (stereo not given) | 101.0 | 0.2
Cc1cccc(C(=O)NCCC(=O)N2CCc3ccccc3C2)c1 | 99.0 | -0.4
CCOC(=O)N1CCC(NS(=O)(=O)c2ccc(C#N)cc2)CC1 | 104.0 | 0.4
O=C(Nc1cccc(-c2nn[nH]n2)c1)c1cccc(C(F)(F)F)c1 | 102.0 | 0
COc1ccc(Br)cc1C1SCCN1S(=O)(=O)c1ccc(Cl)c(Cl)c1 (stereo not given) | 104.0 | 0.7
Cn1ccsc1=NC(=O)c1ccc(OC(F)(F)F)cc1 | 103.0 | 0.7
Cn1ccnc1SCC(=O)Nc1ccc(C#N)cc1 | 105.0 | 1.3
COCCNC(=O)c1cnn(-c2ccc(C)cc2C)c1C1CCN(C(=O)OC(C)(C)C)CC1 | 115.0 | 1.9
CCN1C(=O)C(=C2C=C(C)N(CCO)C(C)=C2)C(=O)N(CC)C1=S | 103.0 | 0
COc1ccc(C2CC(=O)c3cc(-c4nc(-c5ccc(Cl)cc5)cs4)c(=O)[nH]c3C2)cc1OC (stereo not given) | 106.0 | 0.1
Cc1cccc(NC(=O)C23CCC(C)(C(=O)O2)C3(C)C)c1 (stereo not given) | 102.0 | 0
O=C(CCc1nc2ccccc2s1)OCc1ccccc1 | 100.0 | -0.5
Cc1ccc(C)c(N(C)C(=O)C2CCN(S(=O)(=O)c3cccc4nsnc34)CC2)c1 | 106.0 | -0.9
COc1ccc(N2CCN(S(=O)(=O)c3ccc(-n4[nH]c(=O)c5ccccc5c4=O)cc3)CC2)cc1 | 101.0 | 0.3
CCCCn1c(C2CC(=O)N(c3ccc(OCC)cc3)C2)nc2ccccc21 (stereo not given) | 108.0 | 0.3
CC(=O)NC12CC3CC(C1)CC(C(=O)OCC(=O)N1CCC(c4ccccc4)=N1)(C3)C2 | 94.0 | -1.2
O=C(O)/C(=C/c1ccc(F)cc1)c1cccs1 | 102.0 | 0.5
O=C(Nc1ccc(Cl)cc1)C1CCN(S(=O)(=O)c2ccc(Br)s2)CC1 | 110.0 | 0.3
CCOC(=O)c1cccc(NC(=O)c2ccc3nc(C(C)C)oc3c2)c1 | 105.0 | -0.4

Next section:
Structure | Polio RdRp inh | Polio RdRp inh FP z-score
Cc1cc(C)n(C(=O)Cc2cccs2)n1 | 101.0 | -0.1
N#C/C(=C(\OCc1nnc(-c2ccccc2)o1)C(F)(F)F)c1nnc2n1CCCCC2 | 105.0 | 0.2
CCCNC(=O)Cc1c(C)nc2cc(-c3ccccc3)nn2c1C | 104.0 | 0.4
CC(=O)NC1C(=O)Nc2ccc(F)cc21 (stereo not given) | 103.0 | 0
Cc1ccc(NC(=O)CC(NCC2CCCO2)C(=O)O)cc1 (stereo not given) | 105.0 | 0.8
COc1ccc(C(=O)N(c2ccc(OC)cc2)S(=O)(=O)c2ccc(C)cc2)cc1 | 107.0 | 0.5
Cc1ccc(S(=O)(=O)NC(CC(=O)NC2CCCC2)c2ccco2)cc1 (stereo not given) | 102.0 | 0.6
Cc1ccccc1NC(=O)c1cnn2c(C(F)(F)F)cc(-c3ccco3)nc12 | 98.0 | -0.6
COc1cccc(Nc2nc3cc(Cl)c(Cl)cc3nc2-n2nc(C)cc2C)c1 | 105.0 | -0.1
Cc1ccc(-c2csc(NC(=O)CCNC(=O)c3ccco3)n2)cc1 | 104.0 | 0.5
O=C(NCC1CCN(Cc2cccc(Cl)c2)CC1)Nc1ccc2c(c1)OCCO2 | 101.0 | -0.5
C[n+]1cc2c3c(ccc2c2ccc4cc5c(cc4c21)OCO5)OCO3 | 101.0&100.0 | 0.8&0.4
COc1ccc(CCN2COc3cc4c(cc3C2)OCO4)cc1 | 102.0 | 0.2
CC(NC(=O)c1cc(Sc2ccc(F)cc2F)nc2ccccc12)c1ccccc1 (stereo not given) | 107.0 | -0.9
COc1ccc(Cc2nnc(-c3ccc(C)cc3)o2)cc1OC | 103.0 | 0.4
CC(=O)N(C(C)=O)c1ccc2nc(C)[nH]c(=O)c2c1 | 101.0 | 0.1
COc1ccc(-n2nc(C(=O)Nc3ccc(Cl)cn3)c3c4ccccc4n(C)c3c2=O)cc1 | 111.0 | 0.9
COc1cc(OC)c(NC(=O)n2ncc3cc(Cl)ccc32)cc1Cl | 113.0 | 1.2
COc1ccc(/C=C/C(=O)Nc2ccc3nc(N4CCC(C)CC4)cc(C)c3c2)cc1 | 107.0 | 0.7
CCc1ccc(NC(=O)C(C)OC(=O)/C=C/c2ccco2)cc1 (stereo not given) | 101.0 | 0.1
CCCCn1c2nc3ccccc3nc2c2c(N)ncnc21 | 105.0 | 0.8
CCCOC(=O)c1c(-c2ccccc2)c(-c2ccccc2)nn(C)c1=O | 108.0 | 0.6
N#Cc1cc(Sc2ccc(Cl)cc2)c(-n2nnc3ccccc32)cc1C#N | 107.0 | 3.9
CCCn1c(=NC(=O)C(C)(C)C)sc2c(OC)ccc(OC)c21 | 100.0 | -0.8
CCC(C)[C@@H](C(=O)Nc1ccc(C)cc1)N1Cc2ccccc2C1=O (stereo not given in full) | 107.0 | 0.6

Further records:
Second line of a record: Polio RdRp inh | Polio RdRp inh FP z-score
> COc1cc(NC(=O)c2ccc(-n3cnc4cccnc43)cc2)cc(OC)c1
  99.0 | -2.1
> CCc1cccc(C)c1NC(=O)CSc1nc2ccccc2nc1Cc1ccccc1
  107.0 | 0.3
> O=C(CCCn1sc2ccccc2c1=O)N1CCCC1
  103.0 | 0
> CC(=O)Nc1cccc(C(=O)OCc2ccccc2)c1
  100.0 | -0.1
> c1cc(CN2CCNCC2)ccn1
  100.0 | -0.4
> CC1=CC(=O)C(CCCC2=CC(=O)C=CC2=O)=CC1=O
  102.0 | 0.2
> CCN1CCN(CCCNC(=O)Cn2c(-c3cccs3)cc3cc(Cl)ccc32)CC1
  108.0 | -0.3
> CCC1Oc2ccccc2N(CC(=O)NCCc2ccc(OC)c(OC)c2)C1=O (stereo not given)
  109.0 | -0.3
> COc1ccccc1N1CCN(C(=O)CN(c2ccccc2OC)S(C)(=O)=O)CC1
  100.0 | -0.3
> COc1ccc(C(CNC(=O)c2oc3ccc(C)cc3c2C)N2CCOCC2)cc1 (stereo not given)
  110.0 | 0.7
> N#C/C(=C(\O)Cc1ccccc1)c1nc2ccccc2[nH]1
  99.0 | -0.2
> CCCCNC(=O)C1CCC(CNS(=O)(=O)c2ccc(Cl)cc2)CC1 (stereo not given)
  104.0 | -0.3
> COC(=O)C1=C(C)NC2=C(C(=O)CCC2)C1c1ccccc1 (stereo not given)
  102.0 | 0
> COc1ccc2c(c1)c(=O)c(C(=O)c1ccc(Cl)cc1)cn2CC(=O)Nc1ccc2c(c1)OCO2
  110.0 | 0.6
> O=C(NNc1ccccc1)Nc1ccc2snnc2c1
  100.0 | -0.7
> Cc1ccc(C(=O)OCC(=O)N2CC3(C)CC2CC(C)(C)C3)cc1NC(=O)c1ccco1 (stereo not given)
  103.0 | 0.1
> O=C(O)c1cccc(NC(=O)c2cc3ccccc3o2)c1
  97.0 | -0.8
> C(=N\C(/N=C/c1cccs1)c1cccs1)/c1cccs1
  106.0 | 1.5
> COc1ccc(NC(=O)CSc2nc(-c3ccccc3)nc3cc(=O)[nH]n23)cc1
  103.0 | -0.7
> Cn1c(=O)oc2cc(S(=O)(=O)NCCC(=O)Nc3ccc(F)cc3F)ccc21
  106.0 | 0.3
> CCN=C1SC(CC(=O)Nc2sc3c(c2C(=O)OCC)CCCC3)C(=O)N1CC (stereo not given)
  102.0 | 0.1
> CC(=O)Oc1ccc(OC(C)=O)c2cc3c(OC(C)=O)ccc(OC(C)=O)c3cc12
  103.0 | -0.1
> CSCCN1C(=O)NC2(CCC(C)CC2)C1=O (stereo not given)
  102.0 | 0
> Cc1ccccc1NC(=O)C(N)=S
  96.0 | -1.3
> COc1ccc(-c2noc(CNC(=O)c3ccco3)n2)cc1
  105.0 | -0.4
> CCc1ccc(NC(=O)CSC2=Nc3ccccc3C3=NC(CC(=O)NCc4ccccc4)C(=O)N23)cc1 (stereo not given)
  99.0 | -1.8
> Cc1nc2c(cnn2C(C)C)c(C)c1CCC(=O)OC(C)C(=O)Nc1ccc(C(N)=O)cc1 (stereo not given)
  99.0 | -0.5
> COCCCNC(=O)C1CCC(Cn2c(=O)c3sccc3n(C)c2=O)CC1 (stereo not given)
  114.0 | 1.8
> CC1CCCCN1C(=O)c1cccc(C(=O)N2CCCCC2C)c1 (stereo not given)
  104.0 | 0.6
> Cc1ccc(OCc2cc(=O)n3cc(C)sc3n2)c(C)c1
  106.0 | -0.4
> CCNC(=O)c1ccc2c(c1)sc1nc(-c3cccc(OC)c3)cn12
  99.0 | -1.5
> CC(=O)Nc1ccc(C(=S)N2CCN(c3ccccc3O)CC2)cc1
  105.0 | 0.4
> CCC(C)NC(=O)c1ccc2c(c1)CCN2S(=O)(=O)c1ccccc1 (stereo not given)
  101.0 | -0.4
> CCC(=O)Nc1ccc(N2CCCCS2(=O)=O)cc1
  106.0 | 0.3
> CC(C)c1ccc(NC(=O)COc2ccccn2)cc1
  105.0 | 1
> O=C(NCc1ccc(Cl)cc1)c1ccc(CSc2nc3ccncc3[nH]2)cc1
  104.0 | 0.5
> Cc1ccc(Nc2nc(N3CC(C)OC(C)C3)nc3c2cnn3C)cc1Cl (stereo not given)
  101.0 | -0.1
> COC(C)(C)CCCC(C)C/C=C/C(C)=C/C(=O)O (stereo not given)
  102.0&100.0 | 0.3&0.1
> NC1=NC2C(N=C(Br)N2C2O[C@H]3COP(=O)(O)O[C@@H]3[C@@H]2O)C(=O)N1 (stereo not given in full)
  105.0&103.0 | 1.3&0.7
> CCCCc1c(C)c(C#N)c2nc3ccccc3n2c1NCCN1CCOCC1
  104.0 | 0.5

Complete entries, quoted from the list. Order of screens: Polio RdRp inh, Polio RdRp inh FP z-score
CCC(C)NC(=O)c1ccc2c(c1)CCN2S(=O)(=O)c1ccccc1 (stereo not given) across the screens: 101.0, -0.4
CC(=O)Nc1ccc(C(=S)N2CCN(c3ccccc3O)CC2)cc1 across the screens: 105.0, 0.4
CCCCc1c(C)c(C#N)c2nc3ccccc3n2c1NCCN1CCOCC1 across the screens: 104.0, 0.5
COC(C)(C)CCCC(C)C/C=C/C(C)=C/C(=O)O (stereo not given) across the screens: 102.0&100.0, 0.3&0.1
CC(C)c1ccc(NC(=O)COc2ccccn2)cc1 across the screens: 105.0, 1

The list continues:
Second line of a record: Polio RdRp inh | Polio RdRp inh FP z-score
> N#Cc1c(NC(=O)/C=C/C(=O)O)sc2c1CCC2
  100.0 | -0.5
> CC1=C(C(=O)Nc2ccc(Cl)cc2C(=O)N2CCCCCC2)SCCO1
  103.0 | 0.4
> O=C(CN1C(=O)c2ccccc2S1(=O)=O)NC12CC3CC(CC(C3)C1)C2
  99.0 | -1.6
> COc1cc(CC(=O)Oc2ccc(-c3nnco3)cc2)cc(OC)c1OC
  97.0 | -1

Screens (PubChem BioAssay)
